Screening results as filed in PubChem BioAssay.
12-LOX inh – ALOX12 (human) lipoxygenase inhibition; P18054; purified 12hLO, xylenol orange hydroperoxide absorbance; Potency, µM (titrated, usually from 108 µM), inactives show at the top dose activity change, negative = inhibition, hits mostly inhibitors; hit rate 1.1% among 580,000; AID 1671190; active = well fitted inhibition curve with a large enough effect; inconclusive = small, poorly fitted or top-dose-only effect, or another doubt; inactive = no such curve, though single readings can be large or run the other way
Target sequence (P18054 whole entry, looked up): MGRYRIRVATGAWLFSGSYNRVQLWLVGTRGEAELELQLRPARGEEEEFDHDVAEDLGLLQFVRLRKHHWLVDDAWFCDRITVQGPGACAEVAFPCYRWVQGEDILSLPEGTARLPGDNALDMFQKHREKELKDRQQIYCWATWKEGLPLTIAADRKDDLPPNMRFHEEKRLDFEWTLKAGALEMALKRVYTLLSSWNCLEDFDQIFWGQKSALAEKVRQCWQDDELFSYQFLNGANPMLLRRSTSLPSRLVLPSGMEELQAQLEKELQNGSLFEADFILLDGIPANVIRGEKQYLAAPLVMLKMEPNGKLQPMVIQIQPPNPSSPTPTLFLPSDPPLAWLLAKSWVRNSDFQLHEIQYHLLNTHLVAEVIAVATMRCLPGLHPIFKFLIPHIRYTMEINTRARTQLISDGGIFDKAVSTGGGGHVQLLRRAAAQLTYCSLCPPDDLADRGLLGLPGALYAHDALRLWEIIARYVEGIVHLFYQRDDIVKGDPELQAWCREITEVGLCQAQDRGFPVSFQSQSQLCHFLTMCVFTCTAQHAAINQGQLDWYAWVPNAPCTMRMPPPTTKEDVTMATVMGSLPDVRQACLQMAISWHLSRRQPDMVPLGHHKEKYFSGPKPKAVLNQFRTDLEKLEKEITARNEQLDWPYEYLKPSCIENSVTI
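Hydroperoxide product was detected by ferrous iron/xylenol orange as the 573 to 405 nm absorbance ratio. Arachidonic acid at 40 uM (final) was turned over for 30 min at room temperature by 150 nM human 12hLO, pH 7.0 Hepes buffer, after 15 min compound preincubation.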
Active calls of the source: *; ? = inconclusive; [ ] = remark or other dose. % is scaled to controls: 0 for no effect and ±100 for the full control effect; potency is read from the fitted curve at half-maximal effect. An excerpt; rates above refer to the full screens.

12-LOX inh | canonical_smiles
3.2% | Cc1cccc(C(=O)N2C(C(=O)NCC(C)C)COC23CCN(C(=O)c2ccccc2Cl)CC3)c1 (stereo unspecified)
35.9%[activator][176 µM] | CCCCN1C(=O)[C@@H]2C[C@@H](O)CN2C2(CN(Cc3cnc4ccccc4c3)C2)C1=O
6.0% | O=C(NCc1ccncc1)c1ccc2c(c1)CC(=O)N2Cc1ccc(F)cc1
-0.4% | COc1cc(NC(=O)c2ccc3c(c2)N(C)C2CCCCCN2C3=O)cc(OC)c1 (stereo unspecified)
18.0% | O=C(c1cccc(F)c1)N1CCC(c2nc(C3CCOCC3)no2)CC1
22.3% | CCCN(CC1CCOC1)C(=O)Nc1ccccc1OC (stereo unspecified)
-5.8% | COc1ccccc1C(=O)Nc1ccc2c(c1)CN(Cc1ccc(F)cc1)C(=O)C(C)O2 (stereo unspecified)
9.2%[6.33 µM] | C[S+](=O)([O-])N1Cc2ccccc2CC2(CCCCN2Cc2ccncc2)C1 (stereo unspecified)
21.8% | O=C(c1ccccn1)N1CCCC(n2cc(-c3nc(-c4ccccc4)no3)nn2)C1 (stereo unspecified)
-1.8% | O=C1CC2c3cc(-c4cc5ccccc5o4)ccc3CCN2C(=O)CN1Cc1ccccc1 (stereo unspecified)
7.0% | CCNC(=O)c1coc(COc2ccc3c(c2)C(c2cccc(F)c2)N(C(=O)C(C)(C)C)CC3)n1 (stereo unspecified)
13.7% | COc1cc(CNC(=O)[C@H]2CCC[C@H]2NC(=O)c2ccncc2)cc(OC)c1
22.2% | CN(Cc1cccnc1)c1nc2c(c(=O)[nH]1)CCN(Cc1ccc(F)cc1Cl)CC2
66.3%[activator][176 µM] | CN(C)C[C@H]1O[C@H](Cc2cc(-c3ccccc3)on2)CC[C@@H]1O
22.6% | COc1ccc(C2Cn3nnc(-c4noc(-c5ccsc5)n4)c3CO2)cc1 (stereo unspecified)
84.2%[activator] | Cc1ccc(NC(=O)NC[C@H]2O[C@@H](CC(=O)N3CCN(c4ccccc4)CC3)[C@H](O)[C@@H]2O)cc1
48.7%[activator] | CC(C)c1nnsc1CNC(=O)C1CCC(=O)N(CC2CCCCC2)C1 (stereo unspecified)
41.8%[activator] | CN1CCCCCCN(C(=O)c2ccnn2C)[C@H]2CCC[C@H]2C1=O
34.9%[activator] | Cc1ccc(C)c(C(=O)N2CCOC(CCCc3ccccc3)C2)c1 (stereo unspecified)
-24.6%[57.4 µM] | O=c1[nH]nc(Sc2ncc([N+](=O)[O-])s2)n1-c1ccc2c(c1)OCCO2

In the list so far, 5 have fluorine.
12-LOX inh | canonical_smiles
6.0% | O=C(NCc1ccncc1)c1ccc2c(c1)CC(=O)N2Cc1ccc(F)cc1
18.0% | O=C(c1cccc(F)c1)N1CCC(c2nc(C3CCOCC3)no2)CC1
-5.8% | COc1ccccc1C(=O)Nc1ccc2c(c1)CN(Cc1ccc(F)cc1)C(=O)C(C)O2 (stereo unspecified)
7.0% | CCNC(=O)c1coc(COc2ccc3c(c2)C(c2cccc(F)c2)N(C(=O)C(C)(C)C)CC3)n1 (stereo unspecified)
22.2% | CN(Cc1cccnc1)c1nc2c(c(=O)[nH]1)CCN(Cc1ccc(F)cc1Cl)CC2

Following part.
12-LOX inh | canonical_smiles
37.3%[activator] | O=C(Cc1cc2c(cc1Cl)OCCO2)N[C@@H]1COCC[C@@H]1OCC1CC1
19.6% | CC(=O)N1CCC(C2CCN(S(=O)(=O)c3cccc(Cl)c3)C2)CC1 (stereo unspecified)
2.2% | CC(C)CCN1CCC(N2CCN(C(=O)CCCc3ccccc3)CC2)C1=O (stereo unspecified)
-2.5% | O=C(CCC[C@@H]1[C@H]2CCCN3CCC[C@@H](CN1C(=O)C1(c4ccccc4)CC1)[C@@H]23)NCC1CC1
-9.0% | COc1ccc(-c2cc(N3CCC(NC(=O)COc4cccc(C)c4)CC3)n[nH]2)cc1
90.3%[activator][176 µM] | COCCNC(=O)C[C@@H]1C[C@H]2O[C@H](CNCc3ncccc3C)[C@@H](O)[C@H]2O1
5.5% | Cn1nccc1C(=O)NCC1CCCCC(=O)N1 (stereo unspecified)
-4.1% | C[C@H]1CN(C(=O)c2nn(C)c3ccccc23)C[C@@H]1c1nc(-c2cccnc2)no1
1.3%[176 µM] | NC[C@H]1O[C@@H]2C[C@@H](CC(=O)N3CCC(F)(F)C3)O[C@@H]2[C@@H]1O
5.3% | OC(COc1ccccc1-c1ccncc1)CN1CCOCC1 (stereo unspecified)
50.7%[activator] | CCCCNC(=O)c1c(OCC(C)C)cc(=O)n2c1CCCCC2
21.9% | CCc1noc(-c2ccn3c(CNC(=O)c4cc(F)ccc4F)nnc3c2)n1
12.2% | O=C(NCc1cc(F)cc(F)c1)C1CCN(C(=O)N2CC3CC(C2)[C@H]2CCCC(=O)N2C3)CC1 (stereo partly specified)
-17.9%[176 µM] | CC1(C)C(=O)N(CC2CCOCC2)[C@H]2CN(Cc3ccccc3O)C[C@H]2[S+]1(=O)[O-]
73.2%[activator] | Cc1ccc(NC(=O)[C@@H]2CNC[C@H](C(=O)NCc3ccccn3)C2)cn1
42.1%[activator] | O=C1CC(c2ccccc2)N(Cc2ccncc2)CCCNCCN1 (stereo unspecified)
46.5% | COc1ccccc1C(=O)N1CCCN(c2nnc3cccc(C)n23)CC1
? | C=CCN1CCN(C(=O)c2c(C)oc3c2CN(Cc2ccc(F)cc2)CC3)CC1
-25.5%[176 µM] | CC(=O)NCCC(=O)N1CCC(n2c(=O)[nH]c3ccccc32)CC1
? | CC(C)(C)CN[C@H]1C[C@@H](Cc2cc(COc3ccccc3)on2)C1(C)C
? | CCc1ccc(NC(=O)c2ccc(CN3C(=O)NC4(CCOCC4)C3=O)cc2)cc1
4.3% | COc1ccc(C(=O)N2CCC(c3n[nH]c(=O)n3-c3ccc(C)cc3)CC2)cn1
4.3% | CO[C@H]1C(=O)N(C2CCN(C(=O)C3CCCC3)CC2)[C@H]1c1ccncc1
17.1%[176 µM] | COCc1cn(C[C@H]2C[C@@H](NC(=O)C(C)C)[C@H](O)[C@@H]2O)nn1
2.3%[6.33 µM] | O=C(c1ccc(Cl)cc1)N1CCn2c(nnc2-c2ccc(Cl)cc2)C1
28.2µM* | CC(=O)NC1(C)CCN(Cc2cnc(-c3cccc(C(F)(F)F)c3)s2)CC1
? | CN(C)c1cccc(NC(=O)Cc2c[nH]c3ncc(-c4cnn(C)c4)cc23)c1
3.7% | CC(=O)c1cccc(NC(=O)N2C[C@H](c3nc(-c4ccncc4)no3)[C@@H](C)C2)c1
? | CN(c1ccccc1)c1ccc2nnc(-c3cc(C(=O)N4CCCCC4)ccn3)n2n1
91.7%[activator] | CC(=O)Nc1ccc(CN2CCCC3(COc4ccccc4C(=O)N3)C2)cc1 (stereo unspecified)
37.3% | COCCn1nnnc1C1CC2(CCOCC2)C(=O)N1CCc1ccc(Cl)cc1 (stereo unspecified)
? | COC(=O)[C@H](CC(C)C)N(Cc1cn(Cc2ccccc2)nn1)S(=O)(=O)c1ccc(F)cc1Br
16.0% | O=C(c1nnc(COc2ccc3cnccc3c2)n1-c1ccccc1)N1CCC[C@@H]1c1cccc(F)c1
11.4% | O=C1CCN(S(=O)(=O)c2cccc(F)c2)CCCC(C(=O)NCc2ccccc2)CCN1 (stereo unspecified)
56.7%[activator] | O=C(CCc1nc2ccccc2s1)N1CCC(Cc2noc(-c3ccc(F)cc3)n2)C1 (stereo unspecified)
5.6% | CCCN1CCC2(CCN([S+](=O)([O-])c3c(C)noc3C)CC2)Oc2ccccc21
22.7% | Cc1onc(C(=O)NC2CCN(c3ccc(=O)n(C)n3)CC2)c1CN1CCCC1
8.3% | CCn1cc(-c2ccccc2)cc1C(=O)NC1CCCC1
2.5% | O=C(c1cc2n(n1)CC(c1ccc(Cl)cc1)OC2)N1CCN(c2ccc(Cl)cc2)CC1 (stereo unspecified)
-9.3% | Cc1cnc(CCNC(=O)c2cc(CN3CCOCC3)on2)n1CC1CC1

Four entries from above, with each value named.
> Cc1onc(C(=O)NC2CCN(c3ccc(=O)n(C)n3)CC2)c1CN1CCCC1
- 12-LOX inh = 22.7%

> CCn1cc(-c2ccccc2)cc1C(=O)NC1CCCC1
- 12-LOX inh = 8.3%

> O=C(c1cc2n(n1)CC(c1ccc(Cl)cc1)OC2)N1CCN(c2ccc(Cl)cc2)CC1 (stereo unspecified)
- 12-LOX inh = 2.5%

> Cc1cnc(CCNC(=O)c2cc(CN3CCOCC3)on2)n1CC1CC1
- 12-LOX inh = -9.3%

The listing continues:
12-LOX inh | canonical_smiles
-1.1% | CC(=O)Nc1ccc(C2(C(=O)N3CCCCC3)CCC2)cc1
-15.3% | CC(C)N1C(=O)CC[C@@H](S(=O)(=O)c2ccccc2)[C@@H]1/C=C/c1ccccc1
-1.0%[176 µM] | Fc1cccc(Nc2cnc3ccc(-c4ccccc4)nn23)c1
-0.6%[176 µM] | COCCC(=O)N[C@H]1CC[C@]2(C)CC[C@@H]([C@H](C)C(=O)NCc3ccco3)[C@H](O)[C@H]2[C@@H]1C
72.6%[activator] | COCC1CCN(C(=O)c2ccc3oc(-c4ccc(C(F)(F)F)cc4)nc3c2)C1 (stereo unspecified)
59.4%[activator][176 µM] | O=C(Nc1ccccc1)O[C@@H]1CO[C@H]2[C@@H]1OC[C@@H]2n1nnnc1SC1CCCC1
65.8%[activator] | O=C(NCc1cccnc1)[C@@H]1C[C@@H](O)CN1C1CCN(C(=O)COc2ccccc2)CC1
82.0%[activator] | Cc1c(C(=O)N2CC[C@@](O)(C3CCOCC3)[C@H](C)C2)n(C)c2c(C)cccc12
43.8%[activator] | CCn1cc(CN2CCCC(c3nc(-c4cccnc4)no3)CCNC(=O)CC2)c(C)n1 (stereo unspecified)
? | COC(=O)C1CN(Cc2ccc(Cl)cc2)CCS(=O)(=O)N1Cc1cn(Cc2ccccc2)nn1 (stereo unspecified)
26.2% | CCCc1noc(-c2cn(C3CCN(C(=O)c4ccc[nH]4)CC3)nn2)n1
8.6% | CCN(Cc1ccccc1)C(=O)CCC[C@@H]1[C@H]2CCCN3CCC[C@@H](CN1Cc1cccnc1)[C@@H]23
-8.0% | CCN(CC)C1CCOC2(CCN(C(=O)c3n[nH]c4ccccc34)CC2)C1 (stereo unspecified)
10.0% | N#Cc1cccc(C(=O)NCc2nnc3ccc(-c4ccc(F)cc4)nn23)c1
21.6% | O=C(c1cccnc1N1CC2CC(C1)[C@H]1CCCC(=O)N1C2)N1CCN(c2ccc(Cl)cc2)CC1 (stereo partly specified)
57.9%[activator] | O=C(NCc1ccccc1)C1COC2(CCN(C(=O)c3ccccc3F)CC2)N1C(=O)c1ccco1 (stereo unspecified)
? | CCc1ccccc1S(=O)(=O)N1CCC(n2cnnc2C)CC1
? | O=C(c1cc(-c2cnccc2Cl)c2cccn2n1)N1CCN(c2ncccn2)CC1
? | Cc1ccc(Cl)cc1NC(=O)CN1C(=O)NC(c2ccc(Cl)cc2)C2=C1COC2=O (stereo unspecified)
? | CCNC(=O)N1CCCC(Cc2noc(-c3ccccc3)n2)C1 (stereo unspecified)
49.6%[activator] | CCC1c2nccn2CCCN1C(=O)COc1ccc(Cl)cc1C (stereo unspecified)
27.4% | Cc1ccc(C)c(C(=O)N2CCCC(n3cc(-c4noc(C)n4)nn3)C2)c1 (stereo unspecified)
8.7% | COCCNC(=O)C1CC(c2ccccc2)CN(C(=O)c2ccc(OC)c(OC)c2)C1 (stereo unspecified)
-12.2% | COc1ccc(-c2cc(N3CCCN(C(=O)c4ccc(OC)cc4OC)CC3)n[nH]2)cc1
50.2%[activator][176 µM] | O=C(Nc1ccc([C@@H](O)[C@H]2COCC(=O)N2CCCc2ccccc2)cc1)C1CCC1
-5.6% | CCCN1CCC2(CCN(C(=O)c3ccc(Cl)cc3)CC2)Oc2ccccc21
-2.2% | CC1CC(O)C2C3(C)CCCC2(COC3=O)C12CCC1(CCOC1=O)O2 (stereo unspecified)
-10.0%[176 µM] | OC[C@H]1C[C@@H](NCc2ccc(F)cc2)[C@H](O)[C@@H]1O
47.3%[activator] | CC1(c2ccccc2)N(Cc2ccccc2C#N)C(=O)OC12CCN(Cc1ccccn1)CC2 (stereo unspecified)
-32.1%[57.4 µM] | O=C1CCCC2=C1C(c1[nH]ncc1Cl)N=C(Nc1nc3ccccc3o1)N2 (stereo unspecified)
? | Cc1ccc(NS(=O)(=O)c2ccccc2)c(=O)n1CC(=O)N(C)Cc1ccccc1
-1.7%[176 µM] | CC(C)CN[C@@H]1C[C@H](CO)[C@@H](O)[C@H]1O
76.6%[activator] | O=C(NC1CCN(Cc2ccccc2)CC1)C1(CCO)CCN(c2ncccn2)C1 (stereo unspecified)
39.1%[activator] | O=C(NCc1ccccc1)N1CCCC(Cc2nncn2-c2ccccc2)C1 (stereo unspecified)
-25.3%[176 µM] | O=C1Nc2ccc(-c3ccccc3)cc2C(=O)N2C[C@H](O)C[C@@H]12
1.8%[176 µM] | COc1cc(F)ccc1-c1nc(N2CCOCC2)cc2c1CN(c1ccccc1)C2=O
51.0%[activator][176 µM] | CN1CCOc2c(C(=O)NCc3cnn(C)c3)cc(-c3ccccc3)cc21
23.2% | CCCN1C(=O)CC[C@H]2CN(c3cc(OC)nc(N)n3)CC[C@H]21
12.8%[176 µM] | CC(C)NC(=O)NC[C@H]1O[C@@H](CC(=O)NCCN(C)C)[C@H](O)[C@@H]1O
? | O=C(c1ccccc1Cl)N1CCC2(CC1)NC(=O)N(c1cccc(Cl)c1)N2
6.5% | CC1=NS(=O)(=O)N(C)C=C1C(=O)OCc1nc(-c2ccsc2)no1
? | O=C(Cn1nc2c(cc1=O)CCCC2)Nc1ccc(Cn2cncn2)cc1
